Source: PubChem
PTEN del growth – PTEN-deleted cell growth suppression; 140,000 tested, 1.2% active; viability, % at 10 µM; HCT116 PTEN-null viability, CellTiter-Glo, 60 h; stronger effect = lower value;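 active = viability at or below a set limit, 4 SD under the median of all tested compounds, cut at about 3.7% in these data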;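 also: PTEN knockout HCT116 line with beta catenin targeted HCT116 as companion control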
Yeast growth inh – chemicals that inhibit yeast BB579 growth in restrictive medium (lifespan-shortening candidates) | 140,000 tested, 0.51% active | S. cerevisiae BB579 growth, OD615, 48 h | AID 804 | inhibition, % at 10 µM;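 active = inhibition above a set limit, 3 SD over the mean compound inhibition, cut at about 44% in these data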; also: inactives centre near -24
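System: Saccharomyces cerevisiae DeaD strain BB579, replicative lifespan model yeast | Buffer or medium: Restrictive glucose-based CSMM-D medium | Times: 4 h preincubation and 48 h exposure at 30 °C | Detection: OD615 turbidity measurement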
MRP1 act – activators of MRP-1 | H69AR cells + doxorubicin, viability rescue, CellTiter-Glo | viability increase, % at 10 µM | 140,000 tested, 0.61% active | AID 799;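 active = viability gain under doxorubicin at or above a set limit, the compound median plus 3 SD, cut at about 4.7% in these data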;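 also: MRP-1 overexpressing cells given doxorubicin 25 µM after compound pretreatment; 18-22 h compound pretreatment then 72 h with doxorubicin before readout; 0% = doxorubicin-only wells and 100% = vehicle-treated cells without doxorubicin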
E-sel TNF inh – TNF alpha driven E-selectin expression inhibition | 120,000 tested, 0.71% active | AID 1246 | inhibition, % at 2 µM | HUVEC TNFa-induced E-selectin immunofluorescence, high content;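 active = inhibition above the batch mean plus 3 SD, and confirmed as a hit on visual image review, cut at about 43% in these data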;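 also: 0% = TNF-stimulated DMSO wells and 100% = unstimulated control wells; not every result past the cut was called active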
HCT116 bCat-KO – beta-catenin-lacking colon tumor cell growth suppression; HCT116 beta-catenin knockout viability, CellTiter-Glo, 60 h; stronger effect = lower value; 140,000 tested, 1.5% active; AID 818; viability, % at 10 µM;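 active = viability at or under a set limit, the compound median less 4 SD, cut at about 6% in these data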;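 also: 0% = Hyamine 1622 control at 20 µM and 100% = untreated cell control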
Yeast lifespan up – extends the lifespan of yeast | AID 775 | inhibition of the nicotinamide effect, % at 10 µM | S. cerevisiae growth with nicotinamide, OD615; deaD strain in restrictive glucose medium | 130,000 tested, 0.68% active;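 active = inhibition above a set limit, placed 3 SD over the median of all compounds, cut at about 26% in these data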;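 also: 0% = nicotinamide-treated wells and 100% = cells grown without nicotinamide; some compounds called inactive have numbers as strong as hits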
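Buffer or medium: CSMM-D glucose medium, restrictive; test system: modified budding yeast, DeaD strain; compound: single dose 10 µM compound, 0.25% DMSO; schedule: culture preincubation 4 h, compound exposure 48 h, both 30 °C; detection: optical density (absorbance) at 615 nm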
GALR2 antag – antagonists of human galanin receptor 2 (GALR2) | O43603 | GALR2-expressing cells, antagonist mode | inhibition, % at 4 µM | AID 828 | 140,000 tested, 0.39% active; in the data active = inhibition above about 27%;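 also: cells stimulated with galanin 1-16 at roughly its EC80; 0% = agonist challenge control and 100% = basal control without agonist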
Target sequence (O43603 whole entry, looked up): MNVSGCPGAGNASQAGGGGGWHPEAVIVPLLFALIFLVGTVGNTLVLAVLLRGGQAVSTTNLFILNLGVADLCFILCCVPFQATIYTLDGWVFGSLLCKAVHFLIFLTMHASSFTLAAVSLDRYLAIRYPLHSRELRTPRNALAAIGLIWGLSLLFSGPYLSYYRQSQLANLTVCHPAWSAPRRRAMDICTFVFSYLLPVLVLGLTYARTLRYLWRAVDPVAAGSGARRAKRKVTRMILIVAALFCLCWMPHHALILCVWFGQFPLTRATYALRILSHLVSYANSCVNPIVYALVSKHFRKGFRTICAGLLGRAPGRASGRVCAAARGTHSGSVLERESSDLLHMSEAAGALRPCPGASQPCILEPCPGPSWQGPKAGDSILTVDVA
Phagocyt inh – inhibitors of macrophage phagocytosis | J774A.1 macrophage IgG-bead phagocytosis, imaging | inhibition, % at 5 µM | 110,000 tested, 0.07% active | AID 1029;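 active = inhibition above the mean of the plate negative controls plus 5 SD, cut at about 13% in these data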;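 also: phagocytic index as fraction of beads internalized from green versus red external bead signal; plate controls were DMSO negative control for no effect and cytochalasin-D positive control for full effect; some results beyond the cut were filed as inactive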
NPY Y2 blocker – blocks the human neuropeptide Y Y2 receptor. NPY-Y2 expressing cells, antagonist mode. inhibition, % at 2.7 µM. 140,000 tested, 0.99% active; in the data active = inhibition above about 17%;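 also: 0% = vehicle with agonist challenge and 100% = reference antagonist with challenge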
Target sequence (P49146 whole entry, looked up): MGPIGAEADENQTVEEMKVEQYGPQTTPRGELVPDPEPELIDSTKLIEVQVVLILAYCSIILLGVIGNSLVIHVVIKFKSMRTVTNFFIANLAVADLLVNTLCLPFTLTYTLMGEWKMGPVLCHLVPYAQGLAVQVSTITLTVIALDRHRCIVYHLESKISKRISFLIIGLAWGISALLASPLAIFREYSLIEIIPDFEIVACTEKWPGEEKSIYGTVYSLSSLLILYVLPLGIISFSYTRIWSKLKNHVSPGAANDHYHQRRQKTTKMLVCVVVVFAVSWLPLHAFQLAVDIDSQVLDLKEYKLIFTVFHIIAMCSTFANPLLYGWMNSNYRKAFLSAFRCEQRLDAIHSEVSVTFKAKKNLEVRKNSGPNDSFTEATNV
Measles CPE – protection of cells from measles virus | Measles virus-infected cells, CPE protection, absorbance | protection (pct of control), % at 4 µM | 140,000 tested, 1.5% active | AID 841; in the data active = protection mostly above about 24%, no sharp cut-off; inactive = mostly below about 26%; also: some compounds called inactive have numbers as strong as hits
* hit, by the source's call; · = no result given.

SMILES	PTEN del growth	Yeast growth inh	MRP1 act	E-sel TNF inh	HCT116 bCat-KO	Yeast lifespan up	GALR2 antag	Phagocyt inh	NPY Y2 blocker	Measles CPE
Cc1cc(C)cc(OCC(=O)Nc2ccc(N3CCN(C(=O)c4ccco4)CC3)cc2)c1	97	-17	-0.2	-55	98	-16	-9	0	6	11
CCC(=O)Nc1nc2ccc(NC(C)=O)cc2s1	106	9	-3.6	-2	105	-7	-19	-4	1	14
CCOc1ccccc1NC(=O)C1CCN(S(=O)(=O)c2c(C)noc2C)CC1	105	6	-2.0	15	100	-13	-12	0	4	5
CCCS(=O)(=O)c1c(S(=O)(=O)CCC)c2c3ccccc3ccn2c1C(=O)OC	49	-20	-3.8	2	41	·	-2	·	-1	22
O=C(COc1ccccc1)NCCc1nc2ccccc2[nH]1	102	-68	0.1	-32	94	-8	13	-1	1	20
O=C(NCc1ccco1)c1ccc(=O)[nH]n1	88	-85	-1.1	-10	98	-3	3	0	3	20
CC(C)(C)c1nc2sc3c(c2c(=O)o1)CCCC3	91	-17	-0.9	18	100	-9	-3	1	6	11
CCC(C)(C)NC(=O)C(c1ccc(C)cc1)N(Cc1ccco1)C(=O)CCC(=O)Nc1nccs1 (centres undefined)	80	-39	-1.4	-15	92	-4	-11	0	0	15
CC(C)(C)C(=O)/C=C(\N)c1ccccn1	102	6	0.5	5	97	-11	-5	2	3	10
Cc1cnc(C)c(N2CCC(C(=O)NCc3cccs3)CC2)n1	100	-41	0.3	·	94	4	-12	0	1	10
CC(C)(C)NS(=O)(=O)c1cc(C(=O)Nc2sccc2C#N)ccc1Cl	86	1	-3.1	28	83	-1	-2	-4	1	13
Cc1nn(C)c(Oc2ccccc2)c1CCNS(=O)(=O)c1ccccc1	54	-28	-2.5	·	51	-5	17	-1	0	30
CCOc1ccc(/C(O)=C2/C(=O)C(=O)N(CCOCCO)C2c2ccccc2)cc1 (centres undefined)	103	-15	2.2	·	96	0	-18	1	3	12
CCOC(=O)N1CCN(CC(=O)Nc2c(C(=O)OC)[nH]c3ccccc23)CC1	92	-19	-1.5	3	82	-10	2	-1	1	11
COCCn1c(C)cc(C(=O)CSc2ccc(NC(C)=O)cc2)c1C	106	-1	-1.2	-7	105	-3	1	-1	3	12
O=[N+]([O-])c1cccc2ccc(/C=C/c3ccc(F)cc3)nc12	60	-42	-3.2	·	58	-2	12	4	1	7
CCOc1cc(/C=N/O)cc(Br)c1OCC(=O)NCc1ccccc1	93	-5	-1.3	2	91	-4	-5	0	11	12
Cc1nc2ncnn2c(N2CCN(C(=O)Cc3cccs3)CC2)c1C	100	-31	-2.8	-6	97	-22	-3	0	0	16
COc1ccccc1Cn1c(-c2ccccc2OC)nc2ccccc21	69	-7	-1.8	11	64	-1	-12	·	8	19
Cn1cccc1/C=N/NC(=O)C12CC3CC(CC(C3)C1)C2	102	-13	2.4	·	95	2	5	-7	0	11
CCCCn1c(=O)nc2n(-c3ccc(Cl)cc3)c3ccccc3cc-2c1=O	88	-36	-1.4	-2	81	-2	5	·	6	6
CCOC(=O)c1ccc(NC(=O)c2ccc(C)c(S(=O)(=O)N3CCOCC3)c2)cc1	12	-33	-1.8	9	8	-13	-12	0	0	10
C=CCc1cc(OC)ccc1OCCOCCC(C(=O)OCC)C(=O)OCC	92	-2	-2.1	7	90	-2	-2	·	8	21*
Cn1c(=O)c2c(nc(OCc3cccnc3)n2Cc2c(F)cccc2Cl)n(C)c1=O	107	-39	-1.7	·	97	-7	-11	-2	3	2

3 entries from above, arranged by molar mass, lowest first:
SMILES	PTEN del growth	Yeast growth inh	MRP1 act	E-sel TNF inh	HCT116 bCat-KO	Yeast lifespan up	GALR2 antag	Phagocyt inh	NPY Y2 blocker	Measles CPE
COc1ccccc1Cn1c(-c2ccccc2OC)nc2ccccc21	69	-7	-1.8	11	64	-1	-12	·	8	19
CCOc1cc(/C=N/O)cc(Br)c1OCC(=O)NCc1ccccc1	93	-5	-1.3	2	91	-4	-5	0	11	12
Cn1c(=O)c2c(nc(OCc3cccnc3)n2Cc2c(F)cccc2Cl)n(C)c1=O	107	-39	-1.7	·	97	-7	-11	-2	3	2

Additional entries
SMILES	PTEN del growth	Yeast growth inh	MRP1 act	E-sel TNF inh	HCT116 bCat-KO	Yeast lifespan up	GALR2 antag	Phagocyt inh	NPY Y2 blocker	Measles CPE
COc1ccc(N2C(=O)CC(N3CCN(c4ccccc4F)CC3)C2=O)cc1 (centres undefined)	104	-34	-1.2	4	95	-1	-18	-5	2	3
COc1ccc(CCN2CN(S(=O)(=O)c3ccc(OC)cc3)c3nc4ccccc4nc32)cc1	99	-22	1.1	·	104	8	11	·	3	29
COC(=O)C1=C(C)N(Cc2ccc(C)cc2)C(=O)C1	94	-31	-2.1	7	96	-4	-1	·	2	15
COc1ccc(/C=C2\CCCC3C2=NN(C(=O)COC(=O)CNC(=O)c2ccccc2)C3c2ccc(OC)cc2)cc1 (centres undefined)	74	-26	-5.0	·	78	-20	5	0	5	5
COc1ncnc2c1sc1nc(-c3ccccc3)c3c(c12)CCCC3	54	-38	0.6	·	58	0	-8	-6	2	6
COc1cccc(C(c2sc3ncnn3c2O)N2CC(C)OC(C)C2)c1 (centres undefined)	97	-29	-0.3	·	95	-7	16	0	1	8
CCn1c(=O)c2c3c(sc2n(C)c1=O)CCC3	117	-17	0.3	-15	100	-8	-5	-1	4	11
Cc1ccc(O)c(CCc2ccccc2)n1	107	-21	-1.0	-1	86	-3	-1	1	-5	17
CC1CCCCN1CCCNC(=O)C1CCN(c2nc3ccccc3o2)CC1 (centres undefined)	96	-27	-0.5	6	95	-12	-3	0	0	1
O=C(CSc1nc2ccccc2c(=O)n1Cc1ccco1)NCc1ccco1	83	-24	-3.9	-43	87	-1	-1	·	7	13
O=C(Nc1ccccc1Cl)c1cccc(NS(=O)(=O)c2ccccc2)c1	100	-84	0.2	10	97	-7	-10	-2	0	13
COc1ccc2[nH]c(=O)c(CN(CC3CCCO3)C(=O)Nc3ccccc3)cc2c1 (centres undefined)	75	-34	-3.7	-7	79	-15	-9	-1	0	21
COc1cc(C(=O)Nc2nccs2)cc(OC)c1OC	99	-26	-1.6	1	97	-9	4	-1	3	8
Cc1ccccc1Cn1cc(/C=N/n2cnnc2)c2ccccc21	60	-40	-0.8	0	72	16	-13	0	3	15
CC(C)(C)c1cc(C(F)(F)F)c(C#N)c(=O)[nH]1	105	-4	-0.8	12	95	-10	6	-2	4	11
CC(C)(C)C(=O)Nc1nnc(SCC(=O)NCc2ccco2)s1	101	-31	0.9	-26	102	-1	-2	·	3	7
O=C(NCc1ccc2c(c1)OCO2)c1ccc2c(c1)N(Cc1c(F)cccc1Cl)C(=O)CS2	76	-12	3.3	-24	69	-1	4	·	-1	32
Cc1ccc(S(=O)(=O)/C(=C/Cl)NC(=O)c2ccccc2)cc1	9	23	-3.8	·	6.0*	-4	17	·	2	20
CC(=O)Cc1ccccc1OCC(=O)O	97	-42	0.0	6	88	-4	-5	0	5	2
CCOc1cc(-c2c(C#N)c(N)nc3c2CCCC3)ccc1O	101	-42	-3.9	-5	91	-7	0	-1	5	5
CCOC(=O)c1sc(NCC2CCCO2)nc1C (centres undefined)	96	-43	-0.7	-14	97	-11	4	-1	1	10
COc1ccccc1CNC(=O)c1nn(-c2ccc(C)cc2)c(=O)c2c1c1ccccc1n2C	64	-21	-7.5	-14	67	6	1	-1	7	15
Cc1cc(Oc2ccc3ccccc3c2)nc(SCC(=O)c2ccccc2)n1	20	-36	-2.1	8	26	5	5	-9	41*	4
Cc1ccc(NC(=O)CCc2ccc(S(=O)(=O)N3CCOCC3)cc2)c(C)c1	76	21	-1.3	-13	90	-4	-12	-1	-1	2
O=C(CSc1ncnc2c1cnn2CCc1ccccc1)Nc1ccc(F)cc1	65	-23	-2.7	-10	79	-25	-5	·	8	4
COC(=O)c1ccc(C(=S)N2CCOCC2)cc1	102	0	-2.2	-33	97	-22	7	0	0	8
Nc1c(C(=O)NC2CC2)sc2nc3c(c(-c4ccco4)c12)CC/C3=C/c1ccco1	83	1	-1.4	·	78	-6	-3	4	2	4
CNc1c(N=Cc2cccnc2)c(=O)n(C)c(=O)n1C	101	-28	-0.3	-2	106	1	3	-5	1	4
CC(NC(=S)N1CCOCC1)c1ccccc1 (centres undefined)	100	-22	-1.3	-20	96	5	5	-2	5	10
CCOc1c2ccc(C(=O)NCc3ccc(OC(F)(F)F)cc3)cc2nn1CC	100	-38	1.9	9	98	-12	0	·	3	-1
COc1cccc(C(=O)Nc2nnc(-c3cccs3)s2)c1	105	-27	-0.7	-11	89	-3	11	0	1	10
COc1ccc(-n2c(=S)[nH]c3sc4c(c3c2=O)CCc2ccccc2-4)cc1	79	-6	-1.9	·	81	8	-13	3	-7	27
COc1ccccc1N1CCN(C(=O)CSc2nc(N)cc(=O)[nH]2)CC1	103	-19	-0.6	14	99	0	2	-1	1	5
CCC(NC(=O)NCCCn1ccnc1)(C(F)(F)F)C(F)(F)F	92	-12	1.2	-5	101	-12	7	1	0	1
CCC(=O)c1ccc(OCC(O)CN2CCN(c3cccc(C(F)(F)F)c3)CC2)cc1 (centres undefined)	55	-58	-2.2	0	73	-19	-10	0	4	18
COc1cccc(CN(C)CC(=O)NNC(=O)c2ccc(Cl)cc2)c1	78	-18	0.9	1	85	-6	2	·	1	20
COc1c2c(nc3occc13)C(CC=C(C)C)(OC)C(OC(C)=O)CC2 (centres undefined)	95	-44	-3.0	-4	85	·	11	·	2	13
COc1cc(/C=C/C(=O)OCC(=O)Nc2ccc3c(c2)OCCO3)ccc1O	88	-48	-3.4	·	83	-1	-4	-2	10	13
O=C(CN1CCN(c2ccc(Cl)cc2)CC1)c1ccc2c(c1)OCO2	76	-43	-1.4	-21	77	3	-4	·	9	6
COC(=O)C1(C)NC(c2cccs2)C2C(=O)N(c3ccccc3F)C(=O)C21 (centres undefined)	92	-32	-2.3	8	91	-3	2	·	1	10
CCC1CCCCN1Cc1ccc(OC)c(C)c1 (centres undefined)	79	-40	-1.6	7	84	-15	2	·	5	3
Cc1cccc(/N=C/c2c(O)cc(C)oc2=O)n1	107	-70	1.2	10	104	2	11	0	0	9
CN(C)CCNC(=O)c1ccccc1-c1ccccc1	86	-82	-0.7	4	82	-8	3	1	1	5
OC1(c2ccc(Br)cc2)CCNCC1	106	-29	0.9	16	91	-7	5	-1	-2	6
CC1Cc2nc(SCC(=O)Nc3nccs3)n(C)c(=O)c2S1 (centres undefined)	92	-10	-2.8	·	87	-10	9	0	-2	9
COc1ccccc1NC(=S)N(Cc1ccco1)Cc1cc2cc(C)c(C)cc2[nH]c1=O	15	-36	-4.0	-8	13	6	8	24	6	4
c1ccc(-c2nccc(-c3ccc(-n4cnc5ccccc54)cc3)n2)nc1	65	-2	-4.2	-23	82	-2	-1	·	2	1
CN(C)c1ccc(-c2n(C)c3ccccc3[n+]2C)cc1	12	-7	0.1	·	12	-8	3	0	0	14
COc1ccc(NC(=O)C2CCCN(S(=O)(=O)c3cccc4nonc34)C2)cc1 (centres undefined)	99	-93	-0.3	23	102	-2	-7	-2	2	18
